Bioassay records from PubChem BioAssay.
PhoP GFP inhibition – Inhibition of PhoP regulon, Salmonella typhi GFP reporter cells, confirmation, 4 h (AID 1850); inhibition, % at 50 µM, or IC50 in µM where a hit was titrated; actives 0.33% (n = 310,000); Salmonella Typhi PhoP-promoter GFP reporter, fluorescence, 4 h; higher % means a stronger effect; in the data active = a potency from the dose series; inconclusive = inhibition mostly from about 25% at the one dose, without a potency; inactive = the rest, 99 in 100 with inhibition below about 19%;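 note: 0% = induced wells with vehicle and 100% = uninduced wells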
H1N1 NS1A inhibition – NS1A inhibition, H1N1 influenza, cell based functional assay (AID 504329); NS1A functional cell-based assay, percent inhibition; higher % means a stronger effect; one-dose inhibition, % at 12.5 µM; IC50 in µM for titrated hits; actives 0.3% (n = 340,000); in the data active = a potency from the dose series; inconclusive = inhibition above about 27% without an active follow-up result; note: strong numbers were not always called active
H37Rv inhibition – M. tuberculosis growth inhibition, HTS (AID 449762) | M. tuberculosis H37Rv growth inhibition, 7H9 media; higher % means a stronger effect | one-dose inhibition, % at 25 µM; IC50 in µM for titrated hits | actives 0.59% (n = 330,000); in the data active = a potency from the dose series; inconclusive = inhibition above about 70% without an active follow-up result;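 note: bacterial growth assessed after seven days of incubation; strong numbers were not always called active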
tuberculosis growth – growth inhibition of non-replicating M. tuberculosis (AID 488890) | Mycobacterium tuberculosis non-replicating, growth inhibition; higher % means a stronger effect | inhibition, % at 25 µM; hits with a dose series show IC50 in µM | actives 0.39% (n = 320,000); in the data active = a potency from the dose series; inconclusive = inhibition mostly from about 82% at the one dose, without a potency; inactive = the rest, 99 in 100 with inhibition below about 76%;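 note: plate controls were DMSO cells for no effect and high antibiotic wells for full effect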
VEEV TC-83 Vero – inhibitors of VEEV TC-83 cytopathic effect, confirmation, Vero cells (AID 588727); actives 0.13% (n = 350,000); Vero cells, VEEV TC-83 cytopathic effect inhibition; higher % means a stronger effect; one-dose inhibition, % at 20 µM; IC50 in µM for titrated hits; in the data active = a potency from the dose series; inconclusive = inhibition mostly from about 14% at the one dose, without a potency; inactive = the rest, 99 in 100 with inhibition below about 12%; note: strong numbers were not always called active
VEEV TC-83 Vero 10K pilot screen – second read-out of VEEV TC-83 Vero, no call of its own (marks repeat the call); inhibition, %; measured here: 10K pilot screen inhibition
* marks the source's active call; other numbers are inactive results; i = inactive; ? = inconclusive; . = not tested or not shown. An unsorted share of the library. Share with any hit: about 1.4%.

Preview (five entries):
SMILES	PhoP GFP inhibition	H1N1 NS1A inhibition	H37Rv inhibition	tuberculosis growth	VEEV TC-83 Vero	others
CN(C)c1ccc(/C=N/NC2=NS(=O)(=O)c3ccccc32)cc1	-20%	-3%	0%	-1%	0.9%
O=C(NCC(c1ccco1)N1CCOCC1)c1ccc([N+](=O)[O-])cc1 (stereo not given)	-13%	-4%	-3%	-5%	0.1%
NC(=O)c1nsc(C(=O)N(c2ccccc2)C(C(=O)NCC2CCCO2)c2cccs2)c1N (stereo not given)	13%	-7%	0%	-9%	10%
COc1ccc(N2CCN(CCCn3c(=S)[nH]c4ccccc4c3=O)CC2)cc1	11%	-5%	4%	-3%	?
CC(C)NC(=O)c1ccccc1S(=O)c1ccccc1C#N (stereo not given)	3%	-2%	-5%	-2%	0.5%

The list itself, from the start:
SMILES	PhoP GFP inhibition	H1N1 NS1A inhibition	H37Rv inhibition	tuberculosis growth	VEEV TC-83 Vero	others
CN(C)c1ccc(/C=N/NC2=NS(=O)(=O)c3ccccc32)cc1	-20%	-3%	0%	-1%	0.9%
O=C(NCC(c1ccco1)N1CCOCC1)c1ccc([N+](=O)[O-])cc1 (stereo not given)	-13%	-4%	-3%	-5%	0.1%
NC(=O)c1nsc(C(=O)N(c2ccccc2)C(C(=O)NCC2CCCO2)c2cccs2)c1N (stereo not given)	13%	-7%	0%	-9%	10%
COc1ccc(N2CCN(CCCn3c(=S)[nH]c4ccccc4c3=O)CC2)cc1	11%	-5%	4%	-3%	?
CC(C)NC(=O)c1ccccc1S(=O)c1ccccc1C#N (stereo not given)	3%	-2%	-5%	-2%	0.5%
CC(N=c1ccccn1C(=O)Nc1ccc(Cl)cc1)c1ccco1 (stereo not given)	16%	.	-5%	0%	.
CCOC(=O)N1CCN(C(=O)COC(=O)c2ccc(O)cc2O)CC1	1%	-23%	3%	5%	i
Cc1ccc(C(=O)NCc2cccnc2)cc1S(=O)(=O)Nc1ccccc1	6%	-5%	-4%	8%	0.6%
O=[N+]([O-])c1ccc(S(=O)(=O)Nc2ccc(-c3ccc(N4CCCC4)nn3)cc2)cc1	-7%	-1%	?	25%	5.1%
CCSc1ncc(C#N)c(N)n1	-8%	0%	-8%	-8%	0.9%
C=CCOc1c(Br)cc(C2C3=C(CCCC3=O)N(C)C3=C2C(=O)CCC3)cc1OCC	1%	-15%	-3%	19%	0.9%
CC1CCCN(C(=O)CCNS(=O)(=O)c2ccc(Br)cc2)C1 (stereo not given)	4%	5%	-22%	0%	1.8%
COc1ccc(NC(=O)Cn2ccc3c(OC)cccc3c2=O)cc1	-2%	13%	2%	-4%	0.8%
CC(=O)c1ccc(N2CCN(S(=O)(=O)c3csc(C(N)=O)c3)CC2)cc1	11%	-5%	1%	11%	0.2%
CC(C)(C)c1ccc(C(=O)Nn2cnnc2)cc1	1%	-7%	-3%	-16%	i

4 entries picked at random from the list so far:
SMILES	PhoP GFP inhibition	H1N1 NS1A inhibition	H37Rv inhibition	tuberculosis growth	VEEV TC-83 Vero	others
CC(C)(C)c1ccc(C(=O)Nn2cnnc2)cc1	1%	-7%	-3%	-16%	i
COc1ccc(N2CCN(CCCn3c(=S)[nH]c4ccccc4c3=O)CC2)cc1	11%	-5%	4%	-3%	?
CC(N=c1ccccn1C(=O)Nc1ccc(Cl)cc1)c1ccco1 (stereo not given)	16%	.	-5%	0%	.
NC(=O)c1nsc(C(=O)N(c2ccccc2)C(C(=O)NCC2CCCO2)c2cccs2)c1N (stereo not given)	13%	-7%	0%	-9%	10%

The list goes on:
SMILES	PhoP GFP inhibition	H1N1 NS1A inhibition	H37Rv inhibition	tuberculosis growth	VEEV TC-83 Vero	others
Cc1cc(Cl)ccc1OCCCC(=O)NNC(=O)c1ccncc1	.	10%	?	71%	7.1%
N#CCCN1CCN(S(=O)(=O)c2ccc(S(=O)(=O)N3CCOCC3)cc2)CC1	0%	-2%	9%	13%	3.6%
CCN1CCN(Cc2ccc(NC(=O)Nc3ccc(SC)cc3)cc2)CC1	4%	12%	-3%	28%	4.9%
COC(=O)[C@@H]1CCCN1Cc1nc(Cc2ccccc2F)no1	-27%	2%	2%	74%	1.9%
COc1cccc(C=NNc2nnc(NN=Cc3cccc(OC)c3OC)c3ccccc23)c1OC	.	10%	.	.	9.8%
Cc1ccccc1CSc1nnc(C)n1N	2%	6%	2%	9%	0.6%
Cc1cc2c(cc1C)NP(=S)(c1ccccc1)N2	.	-4%	.	.	1.6%
CC(C)c1ccc(/C=C/C(=O)N2CCCCCC2)cc1	-10%	12%	8%	58%	i
CC(=O)C1=C(O)C(CSCc2ccccc2)N(C)C1=O (stereo not given)	.	-15%	.	.	0.5%
CCOC(=O)c1nn(-c2ccc(C)cc2)c(=O)cc1OCC(=O)Nc1cccc(OC)c1	3%	-9%	12%	4%	1.5%
NC(=O)c1ncn([C@@H]2O[C@H](CNCc3cc(Br)ccc3OCc3ccccc3)[C@@H](O)[C@H]2O)n1	.	3%	.	.	i
CC(C)C[C@@H](CN1CCC[C@@H]1CN1C(=O)C(=O)NC[C@@H]1Cc1ccccc1)N1C[C@H](Cc2ccccc2)N(CC2CCCCCC2)C(=O)C1=O	.	-1%	.	.	11%
Cc1ccc(S(=O)(=O)NCCOc2cc(C)ccc2C)cc1	-8%	-5%	15%	24%	1.8%
CC1CCCCC1NC(=O)C1CCN(S(=O)(=O)c2cccc3nonc23)CC1 (stereo not given)	5%	1%	3%	-14%	0.5%
O=C(/C(Br)=C/Nc1cc(Cl)ccc1Cl)C(F)(F)F	4%	-8%	0%	-3%	i

Reprinted from the entries so far for reference:
SMILES	PhoP GFP inhibition	H1N1 NS1A inhibition	H37Rv inhibition	tuberculosis growth	VEEV TC-83 Vero	others
CCOC(=O)c1nn(-c2ccc(C)cc2)c(=O)cc1OCC(=O)Nc1cccc(OC)c1	3%	-9%	12%	4%	1.5%
NC(=O)c1ncn([C@@H]2O[C@H](CNCc3cc(Br)ccc3OCc3ccccc3)[C@@H](O)[C@H]2O)n1	.	3%	.	.	i
CC(C)C[C@@H](CN1CCC[C@@H]1CN1C(=O)C(=O)NC[C@@H]1Cc1ccccc1)N1C[C@H](Cc2ccccc2)N(CC2CCCCCC2)C(=O)C1=O	.	-1%	.	.	11%
Cc1ccc(S(=O)(=O)NCCOc2cc(C)ccc2C)cc1	-8%	-5%	15%	24%	1.8%
CC1CCCCC1NC(=O)C1CCN(S(=O)(=O)c2cccc3nonc23)CC1 (stereo not given)	5%	1%	3%	-14%	0.5%
O=C(/C(Br)=C/Nc1cc(Cl)ccc1Cl)C(F)(F)F	4%	-8%	0%	-3%	i

Later entries:
SMILES	PhoP GFP inhibition	H1N1 NS1A inhibition	H37Rv inhibition	tuberculosis growth	VEEV TC-83 Vero	others
CCOc1cc(C)c(Cl)cc1S(=O)(=O)N(CC)CC	-8%	-5%	9%	22%	0.1%
CC(C)OP(=O)(OC(C)C)C(Nc1ccccc1)c1cccc([N+](=O)[O-])c1 (stereo not given)	14%	.	10%	19%	?
CC(C)c1cc(NCC2CCCO2)n2c(nc3ccccc32)c1C#N (stereo not given)	4%	-6%	-9%	13%	9.5%
COc1ccc(SCCN2CC[C@@H](C(C)(C)C)CCC2=O)cc1	.	-1%	-6%	30%	3.3%
CCCCC(=O)Nc1cccc2c1C(=O)N(c1ccccc1)C2=O	-5%	-10%	5%	0%	1.0%
CCOC(=O)C1C(C(=O)OC)=C(c2ccc(OC)cc2)c2ccc(OC)cc2N1S(=O)(=O)C(F)(F)F (stereo not given)	.	6%	.	.	11%
O=[N+]([O-])c1ccc(Cl)cc1N1CCCCC1	6%	16%	5%	-13%	1.4%
Cn1c(CNc2cccc(C(F)(F)F)c2)n[nH]c1=S	9%	-7%	5%	17%	1.2%
COc1cccc(/C=N/Nc2nnc(C)n2N)c1OCc1ccccc1Cl	-1%	5%	0%	-3%	0.4%
COc1ccc(N(CC(=O)Nc2cccc(SC)c2)S(C)(=O)=O)cc1Cl	4%	9%	2%	0%	5.3%
COc1ccc(-n2c(C)cc(-c3cn4cccc(C)c4n3)c2C)cc1	14%	9%	?	55%	2.8%
C#CCSc1nccc(-c2nn(-c3ccc(C)cc3)ccc2=O)n1	-9%	3%	-10%	14%	0.5%
COC(=O)c1sc(S(=O)(=O)NC(Cc2ccccc2)C(=O)O)c(C(=O)OC)c1C (stereo not given)	.	-8%	3%	11%	0.5%
NS(=O)(=O)c1ccc(CCNC(=O)Cc2c[nH]c3ccccc23)cc1	0%	2%	0%	-2%	0.1%
CC1(N=Cc2cc(Cl)ccc2O)COP(=O)(NC2CCCC2)OC1 (stereo not given)	.	-3%	.	.	i
COC(=O)c1ccc(CSc2nc3c(c(=O)n2-c2ccc(F)cc2)SCC3)o1	-8%	-3%	-4%	37%	0.3%
Cc1nc([N+](=O)[O-])c(Sc2nc3ccc([N+](=O)[O-])cc3[nH]2)n1Cc1ccccc1	-9%	1%	3%	34%	14%
COc1ccc(/C=C(/NC(=O)c2ccccc2)C(=O)N2CCCC2)cc1OC	-21%	-7%	-8%	5%	0.9%
Cc1cn2c(nc1=O)OC1C(O)C(COC(=O)c3ccccc3)OC12 (stereo not given)	8%	-2%	-3%	-4%	0.4%
COc1cccc(CNc2nc3nc(C)c(Cl)c(=O)n3[nH]2)c1	-3%	-8%	-1%	-7%	0.9%
NC(=O)c1ccccc1NS(=O)(=O)c1cccs1	2%	13%	6%	-7%	i
Cc1cccc(-n2cnc3cc([N+](=O)[O-])ccc32)c1	2%	-7%	-3%	34%	i	VEEV TC-83 Vero 10K pilot screen=0.7
COc1ccc2nc(N/C(N)=N/S(C)(=O)=O)nc(C)c2c1	-20%	13%	-2%	-8%	1.0%
Cc1cccc(/N=C/c2c(O)ccc3oc4c(c23)CCCC4)n1	-4%	-8%	25%	15%	i
CCn1c(=O)cc(SCC(=O)N2CCC3(CC2)OCCO3)c2ccccc21	12%	2%	-1%	-1%	5.3%
O=C(CCCN1C(=O)C(c2ccccc2)Oc2cccnc21)Nc1cccc(F)c1 (stereo not given)	3%	-1%	3%	15%	5.7%
O=C(NNC(=O)c1cc(-c2ccccc2)nn1-c1ccccc1)c1ccccc1	1%	-3%	-4%	26%	i
CC(=O)OC1COC(n2ccc3cc([N+](=O)[O-])ccc32)C(OC(C)=O)C1OC(C)=O (stereo not given)	8%	1%	-2%	-17%	0.9%
CCC(C)N(C)C1CCN(C(=S)Nc2cccc(OC)c2)CC1 (stereo not given)	5%	7%	-3%	8%	0.8%
COCc1cc(N2CCN(c3ccccc3F)CC2)nc(-c2ccccc2)n1	-1%	-16%	37%	-7%	0.7%
O=C(COc1ccc2c3c(c(=O)oc2c1)CCCC3)NCCCN1CCOCC1	-9%	-10%	-4%	10%	i
O=C(Nc1cccc(C(=O)N2CCCC2)c1)c1ccccc1Cl	7%	18%	0%	13%	3.3%
Cc1c(N=C2SCC(=O)N2/N=C\c2ccc(Br)cc2)c(=O)n(-c2ccccc2)n1C	-7%	6%	6%	0%	i
CC1(C)CC(=O)C(C=NC(CCC(N)=O)C(=O)O)=C(O)C1 (stereo not given)	-4%	-5%	6%	2%	1.0%
CCCCC(=O)Nc1cc(C)c2c(=O)oc3ccccc3c2n1	4%	1%	1%	32%	7.5%
CC(=O)Nc1ccc(C(=O)OCC(=O)Nc2ccccc2Sc2ccccc2)cc1	-5%	-7%	6%	21%	1.2%
